# FLuc modulator: counter-screen for miR-21 project: firefly luciferase inhibitors or activators. P08659. purified FLuc, Km substrates, luminescence inhibition. Potency, µM (top dose mostly 57.5 µM), for inactives: top-dose activity change, negative = inhibition, actives largely listed as inhibitors. 6.9% of 360,000 active. AID 588342;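 note: plate controls were vehicle for no effect and reference inhibitor for full effect; nearly all actives have a fitted effect of over 55% in size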
# Target sequence (P08659 whole entry, looked up): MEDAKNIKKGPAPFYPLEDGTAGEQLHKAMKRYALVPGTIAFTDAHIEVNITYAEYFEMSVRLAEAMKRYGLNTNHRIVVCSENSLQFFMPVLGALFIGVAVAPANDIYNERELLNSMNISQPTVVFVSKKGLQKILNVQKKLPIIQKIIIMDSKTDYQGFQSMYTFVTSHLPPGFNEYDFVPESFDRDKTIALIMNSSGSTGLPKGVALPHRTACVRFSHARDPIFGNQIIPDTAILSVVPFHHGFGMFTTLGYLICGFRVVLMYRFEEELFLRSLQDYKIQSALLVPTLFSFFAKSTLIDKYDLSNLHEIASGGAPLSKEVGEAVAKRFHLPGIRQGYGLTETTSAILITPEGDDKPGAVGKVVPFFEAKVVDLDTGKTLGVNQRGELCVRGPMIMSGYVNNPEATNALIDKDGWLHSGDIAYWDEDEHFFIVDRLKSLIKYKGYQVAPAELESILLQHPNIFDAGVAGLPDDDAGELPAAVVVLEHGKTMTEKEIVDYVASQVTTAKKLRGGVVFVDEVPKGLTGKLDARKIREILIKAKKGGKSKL
#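 Purified P. pyralis luciferase, 10 nM final, with Km-level 10 uM D-luciferin and 10 uM ATP in 50 mM Tris acetate pH 7.5, 10 mM Mg acetate, 0.01% Tween-20, 0.05% BSA; 6-point qHTS titration about 60 µM downward; luminescence read.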
# RORg inh: blocks mouse ROR gamma transcriptional activity | Potency, µM (series often up to 53.6 µM), inactives show at the highest dose activity change, negative = inhibition, usual class: inhibitors | 5.4% of 310,000 active | AID 2551 | P51450 | Drosophila S2 Gal4-RORgamma UAS-luciferase reporter, 20 h; note: % is set by controls: 0 for no effect and ±100 for the full control effect; nearly all actives have a fitted effect of over 60% in size
#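 Schneider cells (Drosophila), stable Gal4 DBD–ROR gamma + UAS-luc; 1 hr cmpd preincubation; Cu2+ induction 700 uM final; 20 hr ambient; luminescence.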
# uPA surface inh: blocks generation of uPA at the cell surface; cell surface uPA generation assay, qHTS; Potency, µM (doses to about 38.3 µM), without a hit: top-dose activity change, negative = inhibition, most hits filed as inhibitors; 0.31% of 330,000 active; AID 540303; active = well fitted inhibition curve with a large enough effect; inconclusive = small, poorly fitted or top-dose-only effect; inactive = no such curve, though single readings can be large or run the other way; tested in mouse RAW 264.7 cells; note: % is set by controls: 0 for no effect and ±100 for the full control effect; nearly all actives have a fitted effect of over 55% in size
# BRCA1 expr up: activators of BRCA1 expression. MCF7-BRCA1-FFLuc reporter, luminescence, 48 h; response scale: scaled: vehicle 0%, 10 µM genistein 100%. Potency, µM (highest dose often 46.1 µM), for inactives: at the highest dose activation, most hits filed as activators. AID 624202. 1.1% of 380,000 active; note: nearly all actives have a fitted effect of over 80% in size; some results filed as inactive show a strong effect at the top dose
#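 Cells: MCF7-BRCA1-FFLuc, 2000/well. Exposure: 48 h, 37 °C, 5% CO2. Read: luminescence, 15 min post-substrate. Controls: genistein 10 microM (maximal activation), DMSO (neutral).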
# Gal4-VP16 FLuc: inhibits Gal4-VP16 luciferase reporter, ROR gamma counter-screen | 3.5% of 310,000 active | Drosophila S2 Gal4-VP16 UAS-luciferase, luminescence, 20 h | Potency, µM (series often up to 53.6 µM), for the others: at the highest dose activity, negative = inhibition, usual class: inhibitors;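 note: Gal4-VP16 expression switched on by copper sulfate through the metallothionein promoter; % is set by controls: 0 for no effect and ±100 for the full control effect; nearly all actives have a fitted effect of over 50% in size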
# MBNL1 CUG block: MBNL1-poly(CUG) RNA binding inhibition. 0.036% of 280,000 active. Potency, µM (titrated, usually from 57.5 µM), without a hit: top-dose activity change, negative = inhibition, usual class: inhibitors. TR-FRET MBNL1-His/biotin-(CUG)12 binding, 665/545 ratio. Q9NR56; active = well fitted inhibition curve with a large enough effect in the signal ratio, with a control signal flat, not every such curve was filed as active; inconclusive = small, poorly fitted or top-dose-only effect, or effect the other way, or a change in a side signal; inactive = no such curve, though single readings can be large or run the other way; the % refers to the signal ratio; note: % is set by controls: 0 for no effect and ±100 for the full control effect
# Target sequence (Q9NR56 whole entry, looked up): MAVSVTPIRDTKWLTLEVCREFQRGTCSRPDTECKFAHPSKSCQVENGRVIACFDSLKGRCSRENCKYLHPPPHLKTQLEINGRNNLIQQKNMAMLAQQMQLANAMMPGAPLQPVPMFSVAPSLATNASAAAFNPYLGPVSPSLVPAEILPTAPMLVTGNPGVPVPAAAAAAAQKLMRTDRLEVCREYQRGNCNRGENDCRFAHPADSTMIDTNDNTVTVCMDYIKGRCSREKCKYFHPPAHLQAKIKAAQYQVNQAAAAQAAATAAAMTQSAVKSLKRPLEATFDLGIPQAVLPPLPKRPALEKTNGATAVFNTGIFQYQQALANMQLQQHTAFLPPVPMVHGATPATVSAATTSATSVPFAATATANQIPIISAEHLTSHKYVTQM
#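 TR-FRET between His-tagged MBNL1 and biotin-(CUG)12 RNA, detected with Tb anti-His antibody (0.055 ng/ul) and streptavidin-XL665 (5 nM), 60 min at room temperature. Compounds titrated 92 nM to 58 uM; 665/545 nm ratio normalized to buffer and complex controls.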
# NPC1 prom act: NPC1 promoter activation; Huh7 NPC1 promoter luciferase reporter, 24 h; Potency, µM (series often up to 9.22 µM), without a hit: top-dose activation, hits mostly activators; 2.4% of 320,000 active; AID 485313;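 note: % of control where 0% means no effect; nearly all actives have a fitted effect of over 60% in size; reporter is driven by a mutant NPC1 promoter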
#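 Huh7 cells stably carrying NPC1 promoter–luciferase, plated in Opti-MEM with 10% FBS for 2 h, were exposed to compound in DMSO for 24 h at 37 °C; luciferase reagent was added for 10 min and luminescence read.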
# p53 reactivator: mutant p53 re-activation in reporter cells; AID 504706; Potency, µM (doses to about 92.2 µM), inactives show at the top dose activity change, positive = activation, actives largely listed as activators; 0.063% of 320,000 active; H1299 p53-A138V BP100-luciferase reporter, luminescence, 24 h; note: % of control where 0% means no effect; nearly all actives have a fitted effect of over 45% in size
#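 H1299 (p53-null), stable ts p53-A138V + BP100-Luc; 1000 cells/well, Opti-MEM/10% FBS; cpd 4 pt, 1:5; 24 h, 37 deg C, 5% CO2; detection reagent 10 min RT; luminescence.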
# Rab9 prom act: activators of Rab9 promoter. Huh7 Rab9 promoter-luciferase reporter, luminescence, 24 h. Potency, µM (doses to about 9.22 µM), without a hit: at the top dose activation, negative = inhibition, hits mostly activators. 2.8% of 320,000 active. AID 485297; note: % of control where 0% means no effect; nearly all actives have a fitted effect of over 60% in size
#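 Rab9 promoter-driven luciferase in stably transfected Huh7 cells; 1500 cells/well rested 2 h, exposed to compound in DMSO for 24 h at 37 °C, 5% CO2. Luminescence read 10 min after adding luciferase reagent at ambient temperature.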
# MLL CXXC-DNA inh: inhibitors of human MLL CXXC domain-DNA interaction; MLL-CXXC / FITC-HOXA9 DNA fluorescence polarization; Potency, µM (titrated, usually from 115 µM), for inactives: at the highest dose activity change, negative = inhibition, actives largely listed as inhibitors; 0.037% of 290,000 active; AID 2662; active = well fitted inhibition curve with a large enough effect in the polarisation, with a control signal flat, not every such curve was filed as active; inconclusive = small, poorly fitted or top-dose-only effect, or effect the other way, or a change in a side signal; inactive = no such curve, though single readings can be large or run the other way; the % refers to the polarisation
#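 Purified MLL-CXXC (added from a 7 uM solution) was preincubated 5 min at ambient with pinned compounds in 50 mM Tris-HCl pH 7.5, 50 mM NaCl, 1 mM DTT, 0.05% BSA. Fluorescein-labeled HOX-A9 DNA (50 nM solution) followed, 30 min, then polarization read.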
# ELG1 genotoxic: inducers of genotoxicity in HEK293T ELG1-luciferase cells; Potency, µM (doses to about 46 µM), for inactives: at the top dose activity change, positive = activation, hits mostly activators; AID 504466; 1.3% of 330,000 active; HEK293T ELG1-luciferase reporter, luminescence, 16 h; note: % of control where 0% means no effect; nearly all actives have a fitted effect of over 60% in size
#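 16 hr compound incubation (37 °C, 5% CO2) of HEK293T cells carrying luciferase-tagged ELG1; luciferase then measured by ONE-Glo luminescence after 30 min at RT.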
# Active calls of the source: *; ? = inconclusive; . = not tested or not shown; [ ] = dose if it differs, or a comment. Unless noted, calls come from the whole dose curve; as a rule, active = well fitted curve in the direction sought with a large enough effect; inconclusive = small, poorly fitted or top-dose-only effect, or another doubt; inactive = no such curve, though single readings can be large; an effect the other way counts as inactive or inconclusive. Potency is the fitted concentration of half-maximal effect.
structure,FLuc modulator,MBNL1 CUG block,NPC1 prom act,Gal4-VP16 FLuc,MLL CXXC-DNA inh,ELG1 genotoxic,p53 reactivator,uPA surface inh,Rab9 prom act,BRCA1 expr up,RORg inh
Cc1cc(NC(=O)c2ccc(N3C(=O)CCC3=O)cc2)no1,-18%,-1%,8%,1%,-9%,-1%,29%,3%,-1%,10%,6%
S=C(NCc1ccco1)N1CCN(c2nc(-c3ccccc3)cs2)CC1,?,16%,-1%,1%,9%,-9%,1%,2%,-19%,-4%,-21%
O=C(N/C(=C/c1ccccc1)C(=O)N1CCCCCC1)c1ccccc1,-2%,-7%,-1%,4%,-2%,-4%,-2%,3%,2%,-39%,1%
COc1ccccc1C(C)NCC(=O)Nc1c(F)cccc1F (configuration not stated),-1%,5%,-8%,-6%,10%,0%,-2%,.,1%,-12%,3%
Cc1ccc(F)c(NC(=O)c2ccc(Cn3cc(Cl)cn3)cc2)c1,?,-2%,5%,-22%[10 µM],-15%,9%,1%,?,-2%[1.84 µM],83%,11%
Cc1[nH]c2ccccc2c1-c1ccc(Cl)nn1,-9%,.,2%,9%,2%,0%,-2%,4%,0%,-35%,7%
CS(=O)(=O)N(CC(=O)N1CCCCC1)c1sc2c(c1C#N)CCCC2,4%,-1%,5%,1%,6%,-4%,-5%,-1%,0%,-13%,-3%
COc1ccc(CC(=O)Nc2nnc(C(C)(C)C)s2)cc1OC,-2%,3%,-5%,-2%,9%,-4%,4%,-2%,-17%,-49%,?
O=C(NCCc1cccc(C(F)(F)F)c1)C1CCC(=O)N(C2CC2)C1 (configuration not stated),0%,-1%,0%,0%,-8%,9%,3%,9%,1%,-15%,12%
CC(=O)Nc1ccc2[nH]c(C)c(CC=C(Cl)Cl)c(=O)c2c1,-7%,2%,2%,1%,20%,1%,0%,0%,1%,-36%,8%
Cn1nccc1C(=O)Nc1sc2c(c1C#N)CCCC2,?,-1%,12%,?,6%,11%,7%,-8%,6%,69%,?
O=C(Nc1cccc(F)c1)c1c(O)c2ccccc2[nH]c1=O,4%,-3%,16%,17%,16%,19%,.,3%,9%,16%,22%[1.91 µM]
CCN(CC)CCN(Cc1cc2cc3c(cc2[nH]c1=O)OCO3)C(=S)NCCCOC,1%,2%,-2%,0%,-3%,0%,0%,-5%,0%,-1%,?
C=CCNC(=S)NNC(=O)Cn1c(-c2ccccc2)cc(=O)n2ncnc12,0%,-9%,-3%,4%,-22%,0%,0%,-6%,-1%,-10%,1%
c1ccc(Sc2ncnc3c2oc2ccccc23)nc1,21µM*,1%,?,4%,2%,?,?,-7%,?,11µM*,?
O=S(=O)(Nc1ncccn1)c1ccc(NC(=S)Nc2cccc(Cl)c2)cc1,0%,.,-1%,?,2%,3%,2%,.,2%,.,11µM*
Cc1ccc(C(=O)/C=C/C(=O)c2ccc(C)cc2)cc1,?,-9%,-4%,?,6%,-11%,0%,-1%,1%,?,5µM*
CC(C)COc1ccc(C(=O)Nc2ccccc2[N+](=O)[O-])cc1,?,-14%,?,-6%,8%,?,?,-2%,?,1%,10%
Cc1ccccc1C(=O)Nc1ccnn1C1CCN(Cc2ccc(CO)o2)CC1,-1%,-14%,-6%,-12%,26%,5%,1%,-3%,-7%,-3%,-18%
Nc1nc(-c2ccc(Cl)cc2)c(S(=O)(=O)c2ccccc2)s1,-1%,-7%,-4%,4%,1%,-3%,-1%,18%,-2%,-10%,-28%
CC(=O)NC1=NN(C(C)=O)C(C)(CC(=O)OC(C)(C)C)S1 (configuration not stated),-1%,8%,-1%,2%,5%,0%,1%,9%,-10%,11%,22%
COc1ccc(/C=C/c2c([N+](=O)[O-])c(=O)n(C)c(=O)n2C)cc1OC,1%,14%,2%,7%,-22%,1%,7%,2%,-2%,30%,8%
CC(C)(C)c1ccc(C2C(C#N)=C(N)Oc3n[nH]c(-c4cccnc4)c32)cc1 (configuration not stated),-2%,-4%,-3%,13%,3%,0%,22%,-2%,-1%,0%,10%
NS(=O)(=O)c1ccc(CCNC(=O)Cc2ccccc2[N+](=O)[O-])cc1,1%,15%,1%,9%,4%,1%,-2%,-2%,1%,-18%,4%
CC1CCN(S(=O)(=O)c2ccc(NC(=O)Cc3ccc(S(=O)(=O)N4CCOCC4)s3)cc2)CC1,1%,.,-12%,.,.,-9%,-3%,-10%,-5%,-43%,.
CC(=O)Nc1ccc(/C=N/NC(=O)CNS(=O)(=O)c2ccccc2)cc1,0%,?,0%,-9%,1%,-1%,0%,4%,3%,-29%,-3%
COc1ccc(S(=O)(=O)N2CCN(C(=O)NC3CCCCC3)CC2)cc1OC,1%,-1%,2%,5%,-3%,-5%,1%,-9%,22%,-8%,18%
COC(=O)c1ccccc1NC(=O)c1cc(-c2ccc(C)cc2)on1,0%,0%,-2%,-3%,9%,4%,2%,.,1%,-7%,0%
O=C(/C=C/c1ccccc1)N/C(=C/c1ccccc1)C(=O)Nc1ccccc1O,?,-4%,4%,-2%,-10%,-4%,17%,1%,13%,1%,25%
CC(=O)C1=C(O)C(=O)N(Cc2ccco2)C1c1ccccc1F (configuration not stated),?,-10%,2%,-9%,18%,1%,-3%,-2%,6%,0%,-1%
COc1ccc(CNCc2cccc(OC)c2OC)cc1Br,-3%,-4%,0%,7%,8%,-6%,-4%,-10%,0%,1%,8%
CC1=C(C(=O)OCC(C)C)C(c2ccsc2)NC(=O)N1 (configuration not stated),-1%,-5%,1%,1%,4%,-2%,-3%,1%,-4%,-1%,17%
O=C(Nc1ccncc1)c1ccc(Cl)c(S(=O)(=O)N2CCCC2)c1,-8%,.,-13%,.,.,-4%,-11%,-7%,-19%,-19%,.
O=C(NCCS(=O)(=O)N1CCN(c2ccc(F)cc2)CC1)C12CC3CC(CC(C3)C1)C2,3%,.,-7%,.,.,9%,-1%,-5%,0%,-39%,.
C=C(C)COc1ccc2c(C)c(CC(=O)N3C[C@H]4C[C@@H](C3)c3cccc(=O)n3C4)c(=O)oc2c1,5%,17%,1%,-9%,-8%,5%,.,-9%,-13%,-25%,16%
CC(C)CCSc1nc2[nH]ncc2c(=O)[nH]1,-2%,-5%,-2%,-12%,-4%,13%,-3%,1%,-1%,-10%,0%
NC(=O)c1ccccc1NS(=O)(=O)Cc1ccc(Cl)cc1,0%,-4%,-1%,-4%,6%,-1%,8%,6%,-2%,-2%,37%
CCOC(=O)N1CCc2c(sc(NC(=O)CCS(=O)(=O)c3ccccc3)c2C(N)=O)C1,3%,-5%,0%,-24%,21%,-6%,-1%,3%,-1%,-3%,1%
COc1cc(OC)cc(C(=O)N[C@H](C(=O)NCCc2ccc(S(N)(=O)=O)cc2)C(C)C)c1,-2%,-4%,1%,?,3%,-3%,-5%,-2%,-2%,-1%,-30%
CS(=O)(=O)N(CC(=O)Nc1ccc(F)cc1)C1CCCCC1,0%,-2%,-3%,-7%,-9%,-1%,-3%,-1%,-4%,29%,-10%
C/C(=N\NC(=O)c1cccc([N+](=O)[O-])c1)c1cccs1,?,?,-38%[inhibitor],6.3µM*,7%,5%,14%,1%,?,88%,4µM*
COc1ccc(C)cc1NC(=O)C(=O)NCc1ccncc1,-1%,4%,-9%,-6%,-5%,0%,-8%,.,-1%,3%,-8%
CN(C)c1ccc(C(=O)N(Cc2ccccc2)Cc2ccccc2)cc1,3%,-7%,-1%,-11%,0%,5%,-1%,3%,3%,-21%,?
CC(c1ccccc1)N1C(=O)c2ccc(C(=O)NCc3ccco3)cc2C1=O (configuration not stated),-18%,?,-2%,5%,-3%,0%,21%,2%,1%,-2%,11%
NS(=O)(=O)c1ccc(NC(=O)N[C@@H](Cc2ccccc2)C(=O)O)cc1,3%,-2%,-4%,1%,0%,4%,6%,3%,0%,0%,?
CC(=O)Nc1ccc(S(=O)(=O)Nc2nc3ccccc3nc2Nc2ccc(O)cc2)cc1,?,7%,0%,-17%,-6%,8%,-2%,2%,-3%,4%,32%

# High-throughput results as filed in PubChem.

# The list is partial; count on the stated rates, not on these rows.
